Screens: PubChem BioAssay, The Scripps Research Institute Molecular Screening Center
OX1R antag-1: blocks the human orexin 1 receptor. O43613. OX1R-expressing cells, FRET antagonist read-out. inhibition, % at 6.6 µM. 1.8% of 330,000 active. AID 485270; in the data active = inhibition mostly above about 38%, no sharp cut-off; inactive = mostly below about 40%;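 note: 0% = agonist challenge alone and 100% = reference antagonist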
Target sequence (O43613 whole entry, looked up): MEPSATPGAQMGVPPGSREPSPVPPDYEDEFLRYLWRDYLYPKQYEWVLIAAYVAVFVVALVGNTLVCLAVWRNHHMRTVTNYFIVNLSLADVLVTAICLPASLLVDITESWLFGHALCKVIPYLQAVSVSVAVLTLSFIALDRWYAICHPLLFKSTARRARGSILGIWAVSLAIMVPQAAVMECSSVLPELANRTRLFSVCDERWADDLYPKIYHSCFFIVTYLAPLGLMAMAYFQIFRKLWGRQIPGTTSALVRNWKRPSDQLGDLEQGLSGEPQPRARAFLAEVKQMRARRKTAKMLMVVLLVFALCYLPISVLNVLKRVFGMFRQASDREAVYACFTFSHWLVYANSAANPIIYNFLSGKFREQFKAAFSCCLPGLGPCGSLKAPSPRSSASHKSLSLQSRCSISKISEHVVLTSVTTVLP
OX1R antag-2: antagonists of human orexin 1 receptor | O43613 | CHO/OX1R cells, Fluo-8 calcium fluorescence, orexin A | inhibition, % at 5 µM | 0.43% of 330,000 active | AID 434989;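 active = inhibition above its plate's threshold, mean inhibition of all tested compounds on the plate plus 3 SD, cut at about 37% in these data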;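 note: 0% = orexin A challenge wells and 100% = SB-334867-A antagonist wells; not every result past the cut was called active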
* = called active by the depositor.

entry	SMILES	OX1R antag-1	OX1R antag-2
1	NC(=Nc1ccc(N)cc1)C(N)=Nc1ccc(N)cc1	15	-2
2	CCCCN(Cc1ccccc1)C(=O)CCN1C(=O)C2C3C=CC(C3)C2C1=O (stereo unspecified)	12	-26
3	COc1ccc(CC(=O)N/N=C/c2cccn2-c2ccc([N+](=O)[O-])cc2)cc1OC	42	-24
4	CC(=O)c1ccc(NC(=O)C(C)Sc2nnc(C3CC3)n2C2CC2)cc1 (stereo unspecified)	1	-22
5	O=C(NNC(=O)c1cc(Br)c(Br)s1)c1ccncc1	2	-8
6	C=CCSc1nc2sc(-c3ccccc3)cc2c(=O)n1N	19	-11
7	CCOC(=O)Cn1c(=O)c2c(nc3n2CC(C)CN3Cc2ccccc2)n(C)c1=O (stereo unspecified)	16	-17
8	COCCNC(=O)c1cccc(OC2CCN(Cc3cccc(C(C)=O)c3)CC2)c1	13	-13
9	COC(=O)Cn1cnc2c(nnn2-c2ccc(C)cc2)c1=O	18	-4
10	Cc1ccc(-c2nc(CN3CCCC(C(=O)N4CCOCC4)C3)c(C)o2)cc1 (stereo unspecified)	12	-26
11	CCCCOC(=O)Nc1ccc(C(=O)OCCC)cc1	13	-35
12	CCCC12CN3CCN(CC(C3)/C1=N\NC(=O)c1ccccc1N)C2	19	-5
13	O=C(CN(Cc1ccco1)C(=O)c1cc(=O)[nH]c2ccccc12)Nc1ccccc1C(F)(F)F	13	-6
14	CN(Cc1cnccn1)Cc1nc(Cc2cccc(F)c2)no1	10	-23
15	CCc1nc2ccccc2n1CC(C)C(=O)O (stereo unspecified)	6	-2
16	N#Cc1nc(COc2ccc(Cl)cc2)oc1N1CCCC1	13	-15
17	Cc1ccc(NS(=O)(=O)c2cc3[nH]c(=O)c(=O)[nH]c3cc2C)c(C)c1	17	0
18	COc1cccc(NC(=O)CS(=O)(=O)Cc2nc(-c3ccc(C)cc3)oc2C)c1	14	-10
19	COc1ccccc1C(=O)COC(=O)CN1C(=O)C2CC=CCC2C1=O (stereo unspecified)	9	-23
20	O=C(CCNC(=O)c1ccc([N+](=O)[O-])cc1)Nc1cccc(S(=O)(=O)N2CCOCC2)c1	11	-17

The last two entries of the section before are carried over, then new ones follow.
entry	SMILES	OX1R antag-1	OX1R antag-2
19	COc1ccccc1C(=O)COC(=O)CN1C(=O)C2CC=CCC2C1=O (stereo unspecified)	9	-23
20	O=C(CCNC(=O)c1ccc([N+](=O)[O-])cc1)Nc1cccc(S(=O)(=O)N2CCOCC2)c1	11	-17
21	COCCCN(C(=S)NC(=O)c1ccc(C(C)(C)C)cc1)c1c(N)n(Cc2ccccc2)c(=O)[nH]c1=O	6	-21
22	COc1cc(OC)c(C(=O)OCC(=O)Nc2c(C)n(C)n(-c3ccccc3)c2=O)cc1OC	1	-7
23	O=C(CN1C(=O)NC2(CCCCC2)C1=O)NCC(=O)Nc1ccc(F)c(F)c1	10	-8
24	CC1CCCCC1NS(=O)(=O)CCNC(=O)c1ccccc1 (stereo unspecified)	7	-25
25	O=C(CCN1C(=O)[C@@H]2Cc3ccccc3CN2C1=O)N[C@@H](C(=O)O)c1ccccc1	3	-4
26	COc1cc(/C=N/NC(=O)c2cccc(NC(=O)c3ccccc3C)c2)ccc1O	11	-1
27	O=c1ccc2cc(S(=O)(=O)Nc3ccc(F)cc3)ccc2o1	7	-6
28	CCCc1cc(=O)[nH]c(SCC(=O)NN(c2ccccc2)c2ccccc2)n1	3	-35
29	N#CCSc1nnc(-c2ccc3c(c2)OCO3)o1	9	-18
30	O=C1CC(=O)C(n2cncn2)C(c2cccc(Cl)c2)C1 (stereo unspecified)	4	3
31	Cc1ccc(O)c(CNn2cnnc2)c1	6	-12
32	COC(=O)c1ccccc1NC(=O)c1ccc(NS(C)(=O)=O)cc1	21	-3
33	C=CC[C@]12CCc3sccc3C1N(c1ccc(C(=O)OCC)cc1)C2=O (stereo partly specified)	23	17
34	O=C(O)CSc1ncnc2sc3c(c12)CCC3	8	-1
35	CCN1CCN(S(=O)(=O)c2ccc(Cl)c(C(=O)N(CC)CC(=O)Nc3ccc(OC)cc3)c2)CC1	11	-8
36	O=C(Oc1c(-c2ccccc2Cl)oc2ccccc2c1=O)c1ccc(Cl)cc1	36	-31
37	Cn1nc(C(C)(C)C)c([N+](=O)[O-])c1C(=O)Nc1ccc(Br)cc1	17	-12
38	Cc1ccccc1OCC(=O)N(Cc1ccc(N(C)C)cc1)C1CCS(=O)(=O)C1 (stereo unspecified)	9	-13
39	CCOc1ccc(N2CC(C(=O)Nc3ccccc3C(=O)NC3CC3)CC2=O)cc1 (stereo unspecified)	16	-17
40	Cn1ncc2c(NNC(=O)c3ccc(Cl)cc3Cl)ncnc21	1	-17

Given as labelled records: 2 of the compounds above
23: O=C(CN1C(=O)NC2(CCCCC2)C1=O)NCC(=O)Nc1ccc(F)c(F)c1
  OX1R antag-1: 10; OX1R antag-2: -8
28: CCCc1cc(=O)[nH]c(SCC(=O)NN(c2ccccc2)c2ccccc2)n1
  OX1R antag-1: 3; OX1R antag-2: -35

Going on with the list:
entry	SMILES	OX1R antag-1	OX1R antag-2
41	Cc1ccc(C(=O)NC2CC(C)(C)NC(C)(C)C2)cc1S(=O)(=O)N1CCCCC1	23	-13
42	COC(=O)c1ccc(-c2ccc(/C=N/NC(=O)Cc3nnc(N)s3)o2)cc1	18	-6
43	CCc1ccc(CNC(=O)C2CCN(S(=O)(=O)N3CC(C)CC(C)C3)CC2)cc1 (stereo unspecified)	7	-20
44	CC(C)NC(=O)c1onc(CSc2ccc(C(C)C)cc2)c1C(=O)O	32	7
45	COc1ccc(CCNC(=O)/C=C/c2ccco2)cc1OC	3	-8
46	CCCNCC1COc2ccccc2O1 (stereo unspecified)	10	-4
47	CCCCN1C(C(=O)Nc2cc(C)on2)=C(O)c2ccccc2S1(=O)=O	6	-2
48	O=C(COC(=O)Cc1c[nH]c2ccccc12)NC1CCCCC1	13	-17
49	CCCCNC(=O)Cc1c(O)c2ccccc2[nH]c1=O	7	-7
50	O=C(COC(=O)c1ccc(O)cc1)Nc1ccc2[nH]c(=O)[nH]c2c1	16	-1
51	CCN(CC)S(=O)(=O)c1cccc(-c2n[nH]c(=S)n2C(C)COC)c1 (stereo unspecified)	36	-17
52	CC(C)c1ccc2[nH]c3c(c2c1)CCC/C3=N\NC(=O)c1ccncc1	-6	-42
53	CC(=O)Nc1ccc(N2C(=O)c3cccc4c(O)ccc(c34)C2=O)cc1	16	61*
54	Cn1cc(CN2CCCC(C(=O)c3cc(F)ccc3F)C2)c2ccccc21 (stereo unspecified)	20	-41
55	CC(C)(C)c1ccc(OCC(=O)Nc2ccncc2)cc1	17	-16
56	COc1cc(C(=O)Nc2ccc3c(c2)OCO3)ccc1-n1cnnn1	10	-8
57	CN(C)S(=O)(=O)N(CC(=O)NCc1ccccc1)c1ccccc1	1	-4
58	Cn1nnnc1SCC(=O)Nc1cc(S(=O)(=O)N2CCCCC2)ccc1Cl	2	-13
59	CCCN1C(=O)/C(=C\c2ccncc2)SC1=Nc1ccccc1	29	-37
60	COC(=O)CC1C(=O)NCCN1C(=O)CSc1nc2ccccc2c(=O)n1CC(C)C (stereo unspecified)	36	-39
61	CCSc1nnc(NC(=O)c2nc3nc(C)cc(C)n3n2)s1	18	-10
62	CCCCCCNC(=O)Cc1ccc(Br)cc1	20	-21
63	Cc1ccc(NC(=O)CSc2nnc(-c3cc(C)[nH]n3)n2N)cc1	4	-9
64	O=C(c1cc(=O)c2ccccc2o1)N1CCN(c2cccc(Cl)c2)CC1	22	-21
65	O=C(c1ccc(S(=O)(=O)N2CCOCC2)cc1)N1CCN(C2=NS(=O)(=O)c3ccccc32)CC1	12	1
66	COCCNC(=O)COc1ccccc1C	20	-11
67	CCOc1ccc(N2CC(C(=O)Nc3ccc(S(=O)(=O)Nc4nccs4)cc3)CC2=O)cc1 (stereo unspecified)	3	0
68	COc1ccccc1C/C(N)=N/OC(=O)COc1ccc(C)cc1C	12	-11
69	CCN(c1ccc(NC(=O)CSc2nnc3nc(C)cc(C)n23)cc1)C(C)C	6	-26
70	O=C(COC(=O)Cc1ccccc1F)Nc1ccc2c(c1)OCO2	13	-4
71	CC1CCN(C(=O)c2[nH]cnc2C(=O)N(C)Cc2ccccc2)CC1	-1	6
72	CCc1ccc(NC(=O)c2c(C(=O)Nc3ccccc3)sc3nc(C)cc(=O)n23)cc1	17	-23
73	CCc1nc2ccccc2c(C(=O)OCC(=O)NCc2ccco2)c1C	39	-39
74	COc1ccc(CN(C)CC(=O)Nc2cccc3ccccc23)cc1F	31	-28
75	Cc1cnc(C)c(N2CCN(Cc3nc(-c4cccc(F)c4F)oc3C)CC2)n1	16	-23
76	CCCCN1C(=O)c2ccccc2C1C(=O)NC1CCCC1 (stereo unspecified)	21	-4
77	N#CC1=C(N)Oc2cc3ccccc3cc2C1c1cccnc1 (stereo unspecified)	25	-16
78	COc1ccc(C2/C(=C(\O)c3ccc(OC)c(Cl)c3)C(=O)C(=O)N2CCN(C)C)cc1 (stereo unspecified)	13	-15
79	CCN(C(=O)COC(=O)c1oc2ccc(OC)cc2c1C)C1CCCCC1	18	-51
80	O=C(CCc1nnc2n(CCc3ccccc3)c(=O)c3ccccc3n12)NCCCN1CCCCC1	13	2
81	Cc1cccnc1NC(=O)Nc1cccc(C(F)(F)F)c1	15	-6
82	O=C(C[C@H]1C/C=C\CC[C@@H](Cc2ccc(F)cc2)C(=O)O[C@H](c2ccccc2)CNC1=O)N[C@H](CO)Cc1ccccc1	5	9
83	CCN(CC)c1ccc([C@H]2[C@@H]3CCCC[C@]3(O)CCN2CC(=O)NCc2ccco2)cc1	12	-40
84	CCNC(=O)CCc1nc(-c2ccc(C(C)(C)C)cc2)no1	18	-13
85	O=C(Nc1ccc(Br)cc1)c1cccc(N2C(=O)C3C4CCC(C4)C3C2=O)c1 (stereo unspecified)	19	-11
86	N#Cc1ccc(OCC(=O)N2CCN(S(=O)(=O)c3ccc(Cl)s3)CC2)cc1	5	3
87	CCN1C(=O)/C(=C/C2=Cc3ccccc3OC2C)SC1=S (stereo unspecified)	-2	-13
88	O=C(C1=C(O)C(=O)N(CCN2CCOCC2)C1c1cccc(Br)c1)c1cc2ccccc2o1 (stereo unspecified)	6	-11
89	Cc1c(Cl)cccc1NC(=O)C1=COCCO1	9	-6
90	Cc1ccc(S(=O)(=O)N2C(=O)CCC2C(=O)N2CCCCC2)cc1 (stereo unspecified)	-2	-5
91	O=C(COc1cc2oc(=O)c3c(c2cc1Cl)CCC3)NCc1ccccn1	9	-5
92	CC(C)C(C(=O)NC1CCCC1)N(Cc1ccco1)C(=O)CNS(=O)(=O)c1ccccc1 (stereo unspecified)	13	9
93	N/C(=N\OC(=O)COc1ccc2ccccc2c1)c1ccccn1	41	-17
94	Cc1onc(-c2ccccc2)c1-c1n[nH]c(=S)n1-c1ccccc1	8	3
95	COc1ccccc1CNC(=O)[C@H](C)NC(=O)C1CCN(C(=O)[C@@H](N)CC(C)C)CC1	10	-6
96	NNC(=O)c1cncn1-c1ccc(F)cc1	32	-11
97	COc1ccccc1N1CCN(CC(=O)Nc2cc(F)ccc2C)CC1	11	-11
98	O=C(COC(=O)CNC(=O)c1ccc(Cl)cc1Cl)Nc1ccc(N2CCOCC2)cc1	12	-7
99	Nc1c(-c2ccccc2)c(CSc2nc3ccccc3[nH]2)nn1-c1ccc(C(=O)O)cc1	9	-1
100	Cc1onc(-c2ccccc2Cl)c1C(=O)OCC(=O)N1CCC(C)CC1	13	-4

The listing continues:
entry	SMILES	OX1R antag-1	OX1R antag-2
101	CCCn1c(N)c(C(=O)CSc2nnc(C3CC3)n2Cc2ccccc2)c(=O)[nH]c1=O	17	-19
102	COc1ccc(-n2c(Cc3cccn3C)nnc2SCC(=O)Nc2ccc(C)c(Cl)c2)cc1	27	-16
103	COc1cc(CNc2ccc3[nH]c(=O)[nH]c3c2)ccc1OCC(=O)NC(C)(C)C	28	-15
104	COCCN1CCN(c2c(C)c(C)nc3cc(-c4cccc(OC)c4)nn23)CC1	9	-34
105	Cc1nn(-c2ccccc2)c2nc(-c3ccncc3)cc(C(=O)NCc3ccco3)c12	17	-44
106	COc1cccc(NC(=O)C2C3C=CC4(O3)C2C(=O)N(C2CC2)C4C(=O)NC2CCCCC2C)c1 (stereo unspecified)	6	-19
107	Cc1ccc(C(=O)Nc2cccc(-c3cn4ccccc4n3)c2)cc1	44	-21
108	CCOc1ccc(S(=O)(=O)N2CCCC(C(=O)NCc3ccccn3)C2)cc1 (stereo unspecified)	22	-13
109	COc1ccc(CNC(=O)CN(C(=O)CCC(=O)Nc2nccs2)c2ccc3c(c2)OCO3)cc1	12	-28
110	Cc1cc(C)cc(OCC(=O)Nc2cc(C)on2)c1	2	-24
111	CCCCOC(=O)c1ccc(NC(=O)CN2C(=O)NC3(CCCCCC3)C2=O)cc1	7	-8
112	O=C(NCc1ccccc1)c1ccc(C2SCC(=O)N2Cc2ccccc2)cc1 (stereo unspecified)	26	-13
113	Cc1occc1C(=O)Nc1ccc2c(c1)OCO2	33	-65
114	COc1ccc(CCC(C)N(C)Cc2ccccc2)cc1 (stereo unspecified)	9	-8
115	COc1cc(OC)cc(-c2nnc(SCC(=O)N(C(C)C)C(C)C)o2)c1	17	-28
116	CN(C)c1cc[n+](CC(=O)c2ccc(OC(F)F)cc2)cc1	10	-8
117	CCCCCCCCCCCC(=O)NC1CCS(=O)(=O)C1 (stereo unspecified)	25	9
118	Clc1ccc(COn2c(-c3ccccc3)nc3ccccc32)cc1	54*	-5
119	CCOC(=O)[C@@H]1[C@H]2COc3cc(OC)ccc3[C@H]2N2C(=O)N(c3ccc(Br)cc3)C(=O)[C@]12C	6	-12

Molecules shown so far that contain a CF3 group, in the order listed:
entry	SMILES	OX1R antag-1	OX1R antag-2
13	O=C(CN(Cc1ccco1)C(=O)c1cc(=O)[nH]c2ccccc12)Nc1ccccc1C(F)(F)F	13	-6
81	Cc1cccnc1NC(=O)Nc1cccc(C(F)(F)F)c1	15	-6
